GPR55 beta-arrestin – GPR55 agonists via beta-arrestin recruitment, primary screen, imaging, U2OS cells, beta-arrestin-GFP redistribution (AID 1961) | G-protein coupled receptor 55 (Homo sapiens) | U2OS GPR55 beta-arrestin-GFP redistribution imaging; higher % means a stronger effect | activation, % at 10 µM; hits with a dose series show EC50 in µM | 290,000 tested, 0.048% active;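 active = activation above 40% with more than 50 cells counted in the well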;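 note: U2OS osteosarcoma cells stably expressing GPR55 and beta-arrestin-GFP; plate controls were DMSO negative control for no effect and LPI positive control for full effect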
K1F lysis inhibition – inhibition of K1F phage lysis, E. coli UTI89, bacterial capsule biogenesis inhibitors, alamar blue (AID 488966); E. coli UTI89 K1F phage lysis, alamar blue, 2 h; higher % means a stronger effect; inhibition, % at 100 µM, or IC50 in µM where a hit was titrated; 340,000 tested, 0.02% active;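 active = phage lysis inhibition, versus mean bacterial control, above a set limit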;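 note: capsule biogenesis inhibitors block K1F phage lysis so surviving cells raise fluorescence; higher fluorescence means more inhibition of phage lysis; actives were called in the ten point dose series up to 300 µM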
GPR55 LPI antagonism – GPR55 antagonists blocking LPI-driven arrestin recruitment, primary screen, imaging, U2OS, beta-arrestin-GFP, LPI agonist (AID 2013). G-protein coupled receptor 55 (Homo sapiens). one-dose inhibition, % at 10 µM; IC50 in µM for titrated hits. U2OS GPR55 beta-arrestin-GFP translocation imaging, LPI antagonism; higher % means a stronger effect. 290,000 tested, 0.13% active;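 active = spots per cell inhibited over 60%, with over 100 cells counted and total cytoplasm intensity under 500,000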;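 note: U2OS cells stably carrying GPR55 and arrestin-GFP stimulated by 5 µM LPI near EC80; imaged beta-arrestin-GFP aggregate spots per cell after agonist stimulation; plate controls were LPI-stimulated DMSO wells for no effect and DMSO wells without LPI for full effect; some results filed as inactive read as strong as hits; confirmed hits need IC50 under 10 µM and bright autofluorescent wells are also inconclusive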
KOR beta-arrestin-1 – KOR antagonists, beta-arrestin recruitment, cell-based, luminescence, uHTS (AID 1778); Kappa-type opioid receptor (Homo sapiens); KOR beta-arrestin recruitment, luminescence, antagonist mode; higher % means a stronger effect; one-dose inhibition, % at 10 µM; IC50 in µM for titrated hits; 290,000 tested, 0.091% active; in the data active = inhibition above about 50%; note: strong numbers were not always called active
KOR beta-arrestin-2 – KOR agonists, beta-arrestin recruitment, primary screen, cell-based, luminescence, uHTS (AID 1777) | 280,000 tested, 0.02% active | activation, % at 10 µM; hits with a dose series show EC50 in µM | Kappa-type opioid receptor (Homo sapiens) | KOR beta-arrestin recruitment, luminescence; higher % means a stronger effect; in the data active = activation above about 50%, passing the limit was not always enough; note: a part of the inactive calls stands beside numbers as strong as those of hits
NOD1 NF-kB reporter – NOD1 signaling inhibitors, primary screen, cell-based, luminescence, uHTS (AID 1578) | NOD1-driven NF-kB luciferase reporter cells, luminescence; higher % means a stronger effect | inhibition, % at 4 µM; hits with a dose series show EC50 in µM | 290,000 tested, 1% active; in the data active = inhibition mostly above about 36%, no sharp cut-off; inactive = mostly below about 34%;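 note: HEK-293T reporter cells stimulated with the NOD1 agonist gamma-tri-DAP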
NTR1 ag – agonists of NTR1, primary screen, imaging, U2OS cells, beta-arrestin-GFP, high content (AID 493036); NTR1-U2OS beta-arrestin-GFP spot imaging, agonist mode; Neurotensin receptor type 1 (Homo sapiens), P30989; activation, % at 20 µM; 330,000 tested, 0.17% active;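 active = activation at or above 40% of the spot to cytoplasm intensity ratio, with at least 20 cells analyzed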;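 note: 0% = DMSO without peptide and 100% = 100 nM NTR1 peptide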
Target sequence (P30989 whole entry, looked up): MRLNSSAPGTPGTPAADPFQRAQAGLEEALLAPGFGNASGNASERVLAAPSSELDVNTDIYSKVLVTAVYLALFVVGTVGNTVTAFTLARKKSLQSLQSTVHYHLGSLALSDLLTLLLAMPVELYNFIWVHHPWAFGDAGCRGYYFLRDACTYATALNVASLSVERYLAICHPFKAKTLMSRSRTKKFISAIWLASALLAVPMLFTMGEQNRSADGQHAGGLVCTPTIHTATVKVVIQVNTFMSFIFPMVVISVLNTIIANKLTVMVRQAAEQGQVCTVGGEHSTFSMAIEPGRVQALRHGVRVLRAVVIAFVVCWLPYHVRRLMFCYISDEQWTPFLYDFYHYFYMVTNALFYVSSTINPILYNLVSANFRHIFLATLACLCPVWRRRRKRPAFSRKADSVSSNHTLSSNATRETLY
MgcRacGAP inhibition – MgcRacGAP GTPase-activating activity inhibitors, confirmation, biochemical, ADP Hunter fluorescence. Rac GTPase-activating protein 1 (Homo sapiens). MgcRacGAP-stimulated Rac1 GTP hydrolysis, ADP Hunter fluorescence; higher % means a stronger effect; GST-tagged Rac1 F28L mutant substrate. one-dose inhibition, % at 30 µM; IC50 in µM for titrated hits. 340,000 tested, 0.6% active. AID 624330, 2012;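 active = first-screen hits whose inhibition reached a set limit at any dose in the follow-up dose series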;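 note: fluorescence reports GDP produced by GAP-driven GTP hydrolysis; strong numbers were not always called active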
GPR35 arrestin U2OS – GPR35 antagonists blocking zaprinast-driven arrestin recruitment, primary screen, imaging, U2OS, beta-arrestin-GFP, zaprinast agonist (AID 2058) | 290,000 tested, 0.052% active | G-protein coupled receptor 35 (Homo sapiens) | inhibition, % at 10 µM, or IC50 in µM where a hit was titrated | U2OS GPR35 beta-arrestin-GFP translocation imaging, zaprinast antagonism; higher % means a stronger effect;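 active = inhibition of at least 50% with at least 30 cells and total cytoplasm GFP at most 10,000,000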
NTR1 ag cell count 20 µM – also measured in NTR1 ag; calls as there; cell count; measured here: cell count, cytotoxicity flag
An asterisk follows results filed as active; . = not tested or not shown; [ ] = another dose, or the depositor's remark. Not all compounds are listed. The share of hits here may be higher or lower than overall.

The line under a structure holds: GPR55 beta-arrestin	K1F lysis inhibition	GPR55 LPI antagonism	KOR beta-arrestin-1	KOR beta-arrestin-2	NOD1 NF-kB reporter	NTR1 ag	NTR1 ag cell count 20 µM	MgcRacGAP inhibition	GPR35 arrestin U2OS
Cc1ccc(N2C(=O)CC(N(O)C3CC(=O)N(c4ccc(C)cc4)C3=O)C2=O)cc1 (stereo not drawn)
    -0.1%	0.1%	-9%	-2%	0.8%	-9%	0.7	66	9%	7%
COc1ccccc1NC(=O)COc1ccc(/C=N/NC(=O)c2cccnc2)cc1
    0.0%	1.9%[50 µM]	11%	19%	-0.3%	-54%	5.4	73	12%	5%
COc1ccc(NC(=S)Nc2ccc3nsnc3c2)cc1
    0.8%	0.0%	6%	-28%	13%	-31%	5.8	90	11%	7%
CCN1CCN(c2ccc(S(=O)(=O)N3CCCCC3)cc2NC(=O)Cc2c(Cl)cccc2Cl)CC1
    2.5%	0.0%	21%	1%	3.8%	-21%	3.9	65	10%	6%
Cc1cc(NNC(=O)c2ccccc2)nc(NNC(=O)c2ccccc2)n1
    0.3%	0.2%	14%	-4%[20 µM]	.	-34%	0.9	38	7%	-9%
CC(C)(C)C(=O)c1cnc(Nc2ccccc2Cl)s1
    0.2%	0.4%	-2%	-18%	4.6%	-40%	2.3	52	15%	-11%
CSc1nc2[nH]c3c(c2c2nncn12)CC(C)(C)OC3
    0.2%	0.2%	-4%	39%	7.9%	-18%	-0.8	43	3%	-9%
CCOC(=O)C1CCN(C(=O)C2CCN(S(=O)(=O)N3CCCC3)CC2)CC1
    0.0%	0.0%	24%	-2%	2.6%	6%	-0.8	41	13%	-6%
COCCSc1ccccc1C(=O)NCCc1ccccc1
    -0.1%	0.9%	-5%	-11%[20 µM]	-2.1%	-36%	1.8	39	7%	2%
O=C(COc1ccccc1)Nc1nc2c(s1)CCCC2
    -0.1%	0.3%	1%	11%	1.7%	-9%	1.6	57	8%	-6%
CC(C)c1ccc(NC(=O)COC(=O)/C=C/c2cccc(Br)c2)cc1
    -0.2%	-0.1%[50 µM]	2%	0%	37%	-8%	-2.0	67	-7%	1%
Cc1ncsc1CCC(=O)N1CCCC(Nc2ccc(C(C)C)cc2)C1 (stereo not drawn)
    -0.1%	0.2%[50 µM]	13%	43%	-6.1%	-16%	-0.5	73	6%	-4%
CON/C=N/C(=S)Nc1ncc(C(F)(F)F)cc1Cl
    0.5%	-0.8%	6%	-14%	-5.1%	-20%	2.5	38	-4%	6%
C=CCn1cn[nH]c1=S
    0.1%	-0.6%	-3%	-13%	-2.6%	-16%	0.8	45	3%	-2%
Cc1ccc(CCN2CC(C(=O)NCCCN(C)Cc3ccccc3)CC2=O)cc1 (stereo not drawn)
    0.0%	0.6%	6%	-15%	0.8%	-5%	-0.7	35	11%	10%

The final five records of the section before lead into the next.
The line under a structure holds: GPR55 beta-arrestin	K1F lysis inhibition	GPR55 LPI antagonism	KOR beta-arrestin-1	KOR beta-arrestin-2	NOD1 NF-kB reporter	NTR1 ag	NTR1 ag cell count 20 µM	MgcRacGAP inhibition	GPR35 arrestin U2OS
CC(C)c1ccc(NC(=O)COC(=O)/C=C/c2cccc(Br)c2)cc1
    -0.2%	-0.1%[50 µM]	2%	0%	37%	-8%	-2.0	67	-7%	1%
Cc1ncsc1CCC(=O)N1CCCC(Nc2ccc(C(C)C)cc2)C1 (stereo not drawn)
    -0.1%	0.2%[50 µM]	13%	43%	-6.1%	-16%	-0.5	73	6%	-4%
CON/C=N/C(=S)Nc1ncc(C(F)(F)F)cc1Cl
    0.5%	-0.8%	6%	-14%	-5.1%	-20%	2.5	38	-4%	6%
C=CCn1cn[nH]c1=S
    0.1%	-0.6%	-3%	-13%	-2.6%	-16%	0.8	45	3%	-2%
Cc1ccc(CCN2CC(C(=O)NCCCN(C)Cc3ccccc3)CC2=O)cc1 (stereo not drawn)
    0.0%	0.6%	6%	-15%	0.8%	-5%	-0.7	35	11%	10%
COc1ccc(/C=C/C(=O)NC(=S)NNC(=O)Cc2cccs2)cc1
    -0.1%	-0.4%	-1%	-37%	6.1%	-17%	-0.8	57	10%	-3%
C#CCN1c2ccccc2Sc2cccnc21
    -0.1%	0.0%	6%	1%	-1.6%	-15%	1.4	93	11%	20%
C/C(=N\NC(=O)CN(c1ccc(C)cc1)S(C)(=O)=O)c1cccs1
    0.4%	-0.2%	2%	-14%	1.8%	-25%	-1.5	44	7%	3%
CCOc1ccccc1CN1CCNC(=O)C1CC(=O)NCc1ccccn1 (stereo not drawn)
    0.0%	-0.1%	12%	2%	0.0%	-37%	3.7	76	1%	12%
O=C(OCC(=O)c1c[nH]c2ccccc12)C1=COCCO1
    -0.5%	0.0%	12%	-26%	2.9%	-54%	-0.4	81	2%	-7%
c1ccc(-n2nnnc2NC2CCCCCC2)cc1
    -0.3%	0.4%	12%	4%	-1.0%	30%	1.0	42	18%	17%
COc1cc(C2c3c(oc4ccccc4c3=O)C(=O)N2Cc2cccnc2)cc(OC)c1OC (stereo not drawn)
    -0.2%	.	4%	-19%	-2.2%	-29%	.	.	.	-2%
Cc1cccn2c(=O)c3cc(C(=O)NCC4CCCO4)c(=N)n(CCN4CCOCC4)c3nc12 (stereo not drawn)
    -0.1%	-1.5%	15%	-8%	-0.5%	-36%	0.1	62	-1%	5%
Cc1cc2c(=O)n(C)c(SCC(=O)Nc3cccc(O)c3)nc2s1
    0.0%	-0.2%	5%	6%	-3.8%	5%	1.9	58	8%	-6%
NC(=O)C1CCN(C(=O)CSc2nc3ccccc3o2)CC1
    0.2%	1.1%	16%	5%	-3.3%	-12%	-0.4	60	-10%	-14%
CCN1C(=O)c2cccc3c(S(=O)(=O)Nc4ccccc4O)ccc1c23
    0.2%	0.2%	4%	26%	-3.4%	4%	7.6	58	7%	-2%
CC(C)(C)C1CCC(OC(=O)CN2CCOCC2)CC1 (stereo not drawn)
    -0.1%	-1.2%	-4%	-38%	-0.8%	-21%	-0.8	45	8%	21%
O=C(Nc1ccccc1)c1ccc(-c2ccccc2Cl)o1
    -0.3%	0.3%	6%	-12%	-1.8%	-71%	9.9	72	6%	0%
Cc1cccc(-n2c(CNC(=O)c3ccc(S(=O)(=O)N(C)C)cc3)nnc2SCC(=O)Nc2ccc(F)cc2)c1
    0.2%	0.3%	9%	-22%	2.9%	18%	1.4	58	7%	19%
CC(/C=N/NC(=O)c1cccs1)=C\c1ccccc1
    0.1%	-3.1%	9%	-11%	3.8%	-69%	2.3	53	0%	1%
Cc1ccc(-c2cc(C(=O)N3CCOCC3)c3ccccc3n2)cc1
    -0.3%	1.6%	9%	11%	-5.7%	-26%	0.5	62	2%	3%
O=C(Nc1ccc([N+](=O)[O-])cc1)Nc1ccc(N2CCOCC2)c2nonc12
    -0.4%	0.0%	-1%	-8%	8.0%	26%	42*	35*	16%	6%
N=c1c2c(-c3ccccc3)c(-c3ccccc3)n(Cc3ccco3)c2ncn1CCCn1ccnc1
    -0.4%	15%	24%	.	1.5%	-12%	.	.	14%	21%
CCOc1ccc(NC(=O)CN(C)C(=O)C2CCN(c3ncnc4sc(C)c(C)c34)CC2)cc1OCC
    0.2%	0.0%	2%	-22%	5.2%	31%	0.0	70	7%	7%
O=C(NCC1COCCO1)C1CCN(S(=O)(=O)c2ccccc2)CC1 (stereo not drawn)
    0.2%	2.3%	10%	-10%	-0.8%	-11%	0.2	69	7%	-10%
O=C(N/N=C/c1cccc(Br)c1)c1ccc(N2CCCC2=O)cc1
    0.2%	0.4%	2%	-45%	-5.4%	-6%	0.9	37	6%	-8%
Cc1noc(C)c1CSCC(=O)OCC(=O)Nc1sccc1C#N
    -0.2%	0.0%	-8%	27%	-3.1%	10%	1.1	74	5%	-2%
COc1ccc(N2C(=O)C(Cl)=C(N(CCO)Cc3ccccc3)C2=O)cc1
    -0.1%	-0.3%	8%	17%	-1.9%	2%	-1.9	81	6%	-8%
Cc1nc2ccc(Cl)cc2c(-c2ccccc2)c1CC(=O)O
    0.1%	1.7%[50 µM]	-8%	16%	12%	1%	-0.6	59	8%	-6%
CC(=O)N/N=C/c1cc(C(C)(C)C)cc(/C=N/NC(C)=O)c1O
    0.7%	.	-22%	-27%[20 µM]	.	19%	.	.	.	-4%
O=C1NCCN(Cc2ccoc2)C1CC(=O)N(Cc1ccccc1)CC1CCC1 (stereo not drawn)
    -0.2%	0.3%	4%	0%	-3.1%	-36%	-1.6	50	12%	-10%
CC(C)(C)c1ccc(/C=C/C(=O)N2CCc3ccccc3C2)cc1
    -0.3%	2.2%	-4%	-13%	-1.8%	-29%	2.3	40	1%	9%
O=C(Cn1cnc2cc([N+](=O)[O-])ccc2c1=O)N(Cc1ccccc1)C1CCS(=O)(=O)C1 (stereo not drawn)
    -0.6%	-0.3%	-6%	-6%	-1.4%	-37%	0.1	50	2%	-6%
Cc1ccc(CSCCNC(=O)/C=C/c2ccc(Cl)cc2)cc1
    0.3%	-0.2%	21%	-87%	21%	3%	2.8	77	9%	12%
CCc1ccc(NC(=O)c2ccc(NC(=O)C3CCCO3)cc2)cc1 (stereo not drawn)
    -0.1%	-0.1%	-13%	-4%	2.1%	-4%	2.1	56	6%	10%
Cc1cccc(-c2ncc(CN3CCN(CCC(C)C)C(CCO)C3)cn2)c1 (stereo not drawn)
    0.0%	0.1%	0%	6%	-3.4%	-19%	0.4	50	9%	2%
CCCOc1ccccc1N/C(=N/c1nc(C)cc(C)n1)NC(=O)COc1ccc(OC)cc1
    0.3%	0.2%	7%	-7%	-3.9%	1%	5.9	50	4%	-5%
COc1ccccc1-c1c(C)nn2c(N3CCN(c4ccccc4OC)CC3)cc(C)nc12
    0.3%	0.6%	-4%	-22%	11%	1%	9.3	62	7%	19%
Cn1c(=O)n(CCOc2ccc(Cl)cc2Cl)c2ccccc21
    -0.1%	1.8%	-2%	5%	8.1%	-1%	2.8	57	-1%	9%
